# RXFP1 agonist = activates the human relaxin receptor RXFP1 | Q9HBX9 | AID 2676 | actives 0.3% (n = 370,000) | Potency, µM (highest dose often 57.5 µM), without a hit: at the highest dose activation, usual class: activators | HEK293T-RXFP1 cAMP TR-FRET, 30 min; response scale: percent of porcine relaxin response, buffer zero; also: potency is read from the fitted curve at half-maximal effect; % is scaled to controls: 0 for no effect and ±100 for the full control effect; nearly all actives have a fitted effect of over 60% in size; many of its hits are not listed in these tables
#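 Agonist response is measured as cAMP accumulation in an RXFP1-transfected HEK293T line under PDE4 inhibition. Values are scaled between buffer-only and 29 nM porcine relaxin, and EC50s come from standard Hill equation fits.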
# RXFP1 antagonist = RXFP1 (human) relaxin receptor antagonism | Q9HBX9 | HEK293-RXFP1, relaxin-stimulated cAMP HTRF, 30 min; active compounds read low | activity change, negative = inhibition, % at 57.5 µM | actives 0.59% (n = 350,000);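 active = activity change of -60% or lower, but not beyond a set lower limit; inconclusive = change between -60% and -40%, or beyond the set limit; inactive = change above -40%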; also: % is scaled to controls: 0 for no effect and ±100 for the full control effect
# D1 agonist = agonists of human D1 dopamine receptor; activation, % at 2 µM; P21728; AID 504660; actives 1% (n = 360,000); HEK293 T-REx D1 cells, calcium flux, agonist mode; in the data active = activation above about 30%; also: 0% is about no effect
# Target sequence (P21728 whole entry, looked up): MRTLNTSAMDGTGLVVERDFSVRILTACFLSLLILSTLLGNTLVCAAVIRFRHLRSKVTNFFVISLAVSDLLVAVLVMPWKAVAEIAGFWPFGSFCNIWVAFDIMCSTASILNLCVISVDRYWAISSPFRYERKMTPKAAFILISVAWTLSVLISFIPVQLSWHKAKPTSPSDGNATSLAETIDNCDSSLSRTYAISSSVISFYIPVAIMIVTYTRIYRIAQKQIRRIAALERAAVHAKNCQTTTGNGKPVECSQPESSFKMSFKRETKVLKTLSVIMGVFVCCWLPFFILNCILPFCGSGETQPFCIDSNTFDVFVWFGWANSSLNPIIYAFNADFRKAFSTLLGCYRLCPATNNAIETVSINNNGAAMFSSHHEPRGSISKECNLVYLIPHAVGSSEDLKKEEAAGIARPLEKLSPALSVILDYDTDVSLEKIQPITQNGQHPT
#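 Agonism was scored from calcium flux recorded over 180 s (1 read/s) after pintool compound addition, following a 10-cycle baseline. Cells were inducible force-coupled HEK293 TREx D1, plated overnight at 30 C and loaded with no-wash calcium dye.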
# D1 antag = human D1 dopamine receptor antagonism; HEK293 TREx D1 cells, calcium flux, dopamine EC80; active compounds read low; AID 504652; activity change, negative = inhibition, % at 10 µM; actives 3.2% (n = 360,000); P21728; in the data active = activity change below about -30%; also: % is scaled to controls: 0 for no effect and ±100 for the full control effect
#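 Compound effects on dopamine-evoked calcium signalling were measured in tetracycline-induced HEK293 Trex D1 cells. Dopamine at EC80 followed a 180 s compound pre-read, and fluorescence was tracked kinetically for 180 s more.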
# Vif-APOBEC3G blk = Vif-A3G binding inhibition. AID 602310. HeLa A3G-eYFP + Vif (tagged APOBEC3G with the HIV-1 protein that degrades it), YFP fluorescence, overnight. actives 0.076% (n = 410,000). Potency, µM (titrated, usually from 46.1 µM), for the others: at the top dose activity, negative = active, most hits filed as inhibitors;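 also: potency is read from the fitted curve at half-maximal effect; % is scaled to controls: 0 for no effect and ±100 for the full control effect; nearly all actives have a fitted effect of over 60% in size; hits raise eYFP signal because A3G escapes Vif-driven loss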
#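 HeLa cells stably expressing Vif and C-terminally eYFP-tagged A3G, seeded overnight at 37 deg C, then exposed to compound by pintool overnight at 37 deg C. Rise in yellow fluorescence (Ex 488/Em 500-530, Acumen) marks blocked Vif-driven A3G degradation.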
# Vif-APOBEC3F blk = blocks the Vif interaction with APOBEC3F | HeLa A3F-eYFP + Vif (tagged APOBEC3F with the HIV-1 protein that degrades it), YFP fluorescence increase | Potency, µM (top dose mostly 46.1 µM), without a hit: at the highest dose activity, negative = active | actives 0.2% (n = 390,000) | AID 602313; also: potency is read from the fitted curve at half-maximal effect; % of control where 0% means no effect; nearly all actives have a fitted effect of over 65% in size
#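 HeLa cells stably expressing Vif plus C-terminally eYFP-tagged A3F were seeded, incubated overnight at 37 deg C, dosed with compound, incubated overnight again at 37 deg C. Yellow fluorescence (Ex 488/Em 500-530) reported blocked Vif-mediated A3F-eYFP degradation.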
# D1 PAM = potentiators of human D1 dopamine receptor; P21728; HEK293 TREx D1 cells, calcium flux, dopamine EC20 potentiation; potentiation, % at 10 µM; actives 0.036% (n = 360,000); in the data active = potentiation above about 30%; also: 0% is about no effect
# D2 PAM = positive allosteric modulators of human D2 dopamine receptor; actives 0.34% (n = 340,000); HEK293 T-REx D2, calcium flux, EC20 dopamine potentiation; AID 485347; P14416; potentiation, % at 10 µM;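 active = potentiation over 3 SD above the plate norm, cut at about 30% in these data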; also: 0% is about no effect
# Target sequence (P14416 whole entry, looked up): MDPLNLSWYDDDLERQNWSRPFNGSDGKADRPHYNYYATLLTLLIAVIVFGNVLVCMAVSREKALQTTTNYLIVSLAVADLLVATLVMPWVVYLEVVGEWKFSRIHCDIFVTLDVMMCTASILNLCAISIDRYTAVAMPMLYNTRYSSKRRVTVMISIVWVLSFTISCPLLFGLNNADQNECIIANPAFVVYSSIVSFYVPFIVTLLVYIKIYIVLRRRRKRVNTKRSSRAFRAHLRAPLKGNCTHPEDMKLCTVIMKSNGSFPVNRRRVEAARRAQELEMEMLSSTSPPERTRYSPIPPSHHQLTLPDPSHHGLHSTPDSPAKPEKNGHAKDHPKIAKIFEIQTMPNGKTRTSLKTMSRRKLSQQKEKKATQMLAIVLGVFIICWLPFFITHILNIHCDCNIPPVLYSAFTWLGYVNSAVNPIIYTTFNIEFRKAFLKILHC
#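 Calcium flux readout, no-wash dye, 1 read/s. Inducible HEK293 Trex D2 line, overnight 30 C. Compound alone 180 s (agonist flags), then EC20 dopamine, another 180 s to score potentiation.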
# GRP78 ERSR act = induces the endoplasmic reticulum stress response in human glioma cells; U87-MG GRP78 promoter luciferase reporter, 16 h; Potency, µM, without a hit: at the highest dose activation, most hits filed as activators; actives 0.02% (n = 420,000); AID 602332; also: potency is read from the fitted curve at half-maximal effect; series mostly up to about 76 µM; % of control where 0% means no effect; nearly all actives have a fitted effect of over 35% in size
#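 Stably transfected U87-MG human glioma cells carrying a GRP78-based luminescent sensor were seeded at 1000 cells/well, pin-dosed with compounds and incubated 16 h. Luciferase reagent was then added, and end-point luminescence was read after 10 min at room temperature.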
# Starred values were filed as active, the others as inactive; u = inconclusive; x = not tested or not shown; & = joins results of further samples. Unless noted, calls follow the shape of the dose curve; as a rule, active = well fitted curve in the direction sought with a large enough effect; inconclusive = small, poorly fitted or top-dose-only effect, or another doubt; inactive = no such curve, though single readings can be large; an effect the other way counts as inactive or inconclusive.
SMILES,RXFP1 agonist,RXFP1 antagonist,D1 agonist,D1 antag,Vif-APOBEC3G blk,Vif-APOBEC3F blk,D1 PAM,D2 PAM,GRP78 ERSR act
CCS(=O)(=O)N1CCN(c2ccc([N+](=O)[O-])c(NCc3cccnc3)c2)CC1,21%,11,1,6,3%,-3%,-1,-4,3%
CCOC(=O)CC1=C(C(=O)OCC)C(c2ccc(OC)cc2OC)C(C#N)=C(N)O1 (configuration not stated),-0.4%,1,-1,1,-1%,-1%,5,20,-4%
Cc1ccccc1CNC(=O)c1ccc(-n2c(C)cc3c2CCCC3)cc1,4.6%,-11,1,4,-1%,-23%,-2,0,-2%
CC1C2CCC(C2)C1OC(=O)c1ccccc1C(=O)O (configuration not stated),x,16,x,x,0%,-7%,x,x,-7%
Cc1cccc(NC(=O)CSc2ccc(-c3ccccn3)nn2)c1C,-0.9%,-2,-1,-7,1%,0%,-6,0,-3%
CSc1nccc(-c2c(-c3ccc(Cl)cc3)noc2C)n1,-3.4%,-12,6,23,-2%,1%,6,-7,-6%
CN1CCN(S(=O)(=O)c2ccc(-c3noc(C4CCN(S(C)(=O)=O)CC4)n3)cc2)CC1,1.6%,17,1,2,1%,-2%,-5,0,-3%
O=C(CNC1=NCCC1)c1ccc2c(c1)OCCO2,0.1%,3,3,7,-1%,-8%,-8,-9,-3%
COc1ccc(C(=O)Nc2nc3ccccc3s2)cc1,1.6%,-66*,-2,24,5%,-2%,-2,-9,-8%
Cc1cccc(C(=O)Oc2ccccc2/C=N/Nc2ccc([N+](=O)[O-])cc2)c1,1.6%,-9,4,-11,-8%,u,-10,-4,-2%
O=C(CN1CCN(C(=O)N2CCOCC2)CC1)Nc1ccc(Br)cc1,-0.7%,1,4,6,0%,x,-5,27,-3%
COCCN1C(=S)N[C@@H](c2cccc(F)c2)C(C(=O)OC)=C1C,1.9%&-0.6%,x,1&6,0&0,x,x,0&-4,6,x
CCCCC(=O)N=c1sc2c(OC)ccc(OC)c2n1C,2.3%,0,1,14,0%,-1%,-12,11,-1%
CC(C(=O)Nc1ccc(S(=O)(=O)N2CCOCC2)cc1)N1C(=O)C2CC=CCC2C1=O (configuration not stated),0.2%,-10,1,3,0%,-11%,-6,7,-2%
O=C(OCc1cccc(F)c1)c1ccc2c(c1)-c1ccccc1C2=O,1.5%,-23,6,16,0%,-1%,-4,2,1%
COc1ccc(NC(=O)c2cc(S(=O)(=O)N3CCCC(C)C3)cn2C)c(OC)c1 (configuration not stated),0.1%,x,1,6,-1%,0%,-1,5,1%
COc1ccc(N2Nc3n[nH]c(N)c3N2)cc1,0.4%,3,1,-10,2%,-3%,-3,-2,-1%
CCN(CC)S(=O)(=O)c1cccc(S(=O)(=O)c2cccc(S(=O)(=O)N(CC)CC)c2)c1,3.3%,10,26,-18,0%,-1%,-6,5,-3%
COc1ccccc1NC(=O)C(C)OC(=O)C1CC(=O)N(c2ccc3c(c2)OCCO3)C1 (configuration not stated),0.0%,-4,2,28,-2%,1%,-2,-5,0%
CC1C=CCC2C(=O)N(c3cccc(C(=O)N4CCCCCC4)c3)C(=O)C12 (configuration not stated),x,3,x,x,0%,0%,x,x,-3%
CCCOc1cccc(C(=O)Nc2cccc3cccnc23)c1,0.6%,-20,10,-10,-1%,2%,-3,2,1%
O=C(CCC(=O)c1cccs1)NNC(=O)c1cc(Cl)ccc1Cl,x,11,x,x,0%,-1%,x,x,-3%
COc1cccc(CNC(=O)CCC2CCCN(C(=O)CCn3cncn3)C2)c1 (configuration not stated),-0.5%,-19,1,2,1%,-2%,0,10,5%
CC1=CC2=NC(=O)CC(C)(C(=O)N(CC(=O)NC3CCCC3)Cc3ccc(Cl)cc3)N2C=C1 (configuration not stated),4.1%,-7,2,-20,3%,7%,x,-2,-3%
CCOc1ccc(C(=O)c2cn(CC(=O)Nc3ccc(Cl)cc3)c3cc4c(cc3c2=O)OCO4)cc1,18%,x,2,19,5%,2%,-1,-8,-8%

# The results go on.
SMILES,RXFP1 agonist,RXFP1 antagonist,D1 agonist,D1 antag,Vif-APOBEC3G blk,Vif-APOBEC3F blk,D1 PAM,D2 PAM,GRP78 ERSR act
O=C(OCC(=O)N1CCOCC1)c1ccccc1Cc1ccccc1,0.0%,2,0,18,2%,-11%,-3,4,-2%
O=C(CSc1ncnc2c1cnn2-c1ccccc1)NC1CCCC1,1.9%,-17,9,-91*,-1%,-6%,-4,9,0%
CCOC(=O)N1CCN(CC(=O)Nc2c(C(=O)OC)[nH]c3ccc(Cl)cc23)CC1,2.8%,x,1,-26,2%,2%,-3,-5,1%
NC(=O)COC(=O)c1ccc(Cl)c(S(=O)(=O)N2CCCCCC2)c1,0.7%,1,2,18,-7%,-7%,-2,9,0%
CCCCn1c(N)c(N(CCOC)C(=O)COc2ccc(C(C)=O)cc2)c(=O)[nH]c1=O,0.0%,4,1,1,4%,11%,-4,5,-1%
O=C(Nc1ccccc1Br)c1cc(S(=O)(=O)NC2CCCCC2)ccc1F,1.4%,-13,3,-8,5%,2%,0,7,-1%
Cc1cccc(Nc2nc(-c3ccccc3)c(C(=O)Nc3cccnc3)s2)c1,4.9%,u,2,-2,6%,4%,4,-5,4%
COc1ccc(C2CC(c3ccccc3)=NN2C(=O)COC(=O)c2cnc(Cl)c(Cl)c2)cc1 (configuration not stated),-1.7%,-28,1,-5,1%,0%,-5,5,-7%
C=CCc1cc(/C=C2/NC(=O)NC2=O)cc(OCC)c1O,-0.8%,-3,3,6,-5%,-16%,-5,5,0%
COC(=O)C1CCN(Cc2cn(Cc3ccccc3)nc2-c2cc3ccccc3o2)CC1,0.7%,-6,6,-5,0%,5%,2,-13,2%
O=C(CCCCn1c(=O)c2ccccc2n(Cc2ccccc2Cl)c1=O)NCc1ccc2c(c1)OCO2,6.2%,x,1,-2,-4%,-5%,2,6,-1%
O=C(CNC(=O)c1ccccc1)OCc1nnc(-c2ccc(Cl)cc2)o1,1.9%,-21,0,-3,0%,10%,-4,0,0%
Cc1ccc(OCC(=O)Nc2ccc(N3CCOCC3)cc2)cc1,-1.6%,6,0,-1,2%,-6%,-5,4,-3%
CC1(C)CC(=O)C2=C(C1)OC(N)=C([N+](=O)[O-])C2c1cccs1 (configuration not stated),2.3%,-8,4,-1,-1%,-1%,-6,x,-3%
CCOC(=O)N1CCN(CC(=O)Nc2ccc(Oc3ccccc3)cc2)CC1,1.1%,-13,1,20,0%,2%,-9,-24,1%
Cc1cc(NC(=O)c2ccccc2F)ncc1NC(=O)c1cccs1,4.1%,-15,4,-13,-1%,3%,-4,-1,4%
O=C(CN1CCOc2ccccc21)NC1CC1,x,-6,x,x,2%,2%,x,x,-2%
COc1ccc(OCC(=O)OCc2cc(=O)n3nc(C4CCCCC4)sc3n2)cc1,-2.2%,x,4,-8,0%,0%,-6,1,1%
Cn1nccc1NC(=O)Nc1ccc(Cl)cc1,0.2%,-4,7,9,-3%,0%,-5,-10,5%
COc1ccc(C2C(Oc3ccccc3)C(=O)N2c2ccc(C)c(C)c2)cc1OC (configuration not stated),x,3,x,x,-3%,-6%,x,x,-5%
COc1ccc(C(=O)NNC(=O)CCCCC(=O)NNC(=O)c2ccc(OC)cc2)cc1,-0.3%,-3,2,-3,0%,-7%,-8,2,-4%
CC(=O)OC(COc1ccccc1)Cn1cnc2ccccc21 (configuration not stated),1.9%,-8,2,1,0%,-1%,-1,13,0%
CC(=O)c1c(C)[nH]c(C(=O)COC(=O)c2cccnc2Cl)c1C,0.1%,-25,11,-33*,0%,3%,-1,5,2%
COc1ccc(S(=O)(=O)N(C)CC(=O)N2CCCC2)cc1OC,2.9%,11,2,2,1%,-6%,-1,5,2%
Cc1ccc(C)c(Cn2c(C)nc3c(sc(=S)n3-c3ccccc3)c2=O)c1,1.8%,-18,2,-1,-4%,5%,4,8,2%
O=C(CN1C(=O)/C(=C2\SC(=S)N(C3CCS(=O)(=O)C3)C2=O)c2ccccc21)Nc1ccccc1 (configuration not stated),-0.8%,-5,1,5,3%,5%,-3,-6,-4%
COc1ccc(OC)c(S(=O)(=O)N2CCC(C(=O)NCc3ccccc3)CC2)c1,-1.1%,5,2,-2,-2%,5%,-5,-4,-4%
COc1c(C)cccc1C(=O)Nc1cc(-c2nn3c(C)nnc3s2)ccc1C,x,7,x,x,-2%,1%,x,x,-2%

# A section from further up:
SMILES,RXFP1 agonist,RXFP1 antagonist,D1 agonist,D1 antag,Vif-APOBEC3G blk,Vif-APOBEC3F blk,D1 PAM,D2 PAM,GRP78 ERSR act
COc1ccc(C2C(Oc3ccccc3)C(=O)N2c2ccc(C)c(C)c2)cc1OC (configuration not stated),x,3,x,x,-3%,-6%,x,x,-5%
COc1ccc(C(=O)NNC(=O)CCCCC(=O)NNC(=O)c2ccc(OC)cc2)cc1,-0.3%,-3,2,-3,0%,-7%,-8,2,-4%
CC(=O)OC(COc1ccccc1)Cn1cnc2ccccc21 (configuration not stated),1.9%,-8,2,1,0%,-1%,-1,13,0%
CC(=O)c1c(C)[nH]c(C(=O)COC(=O)c2cccnc2Cl)c1C,0.1%,-25,11,-33*,0%,3%,-1,5,2%
COc1ccc(S(=O)(=O)N(C)CC(=O)N2CCCC2)cc1OC,2.9%,11,2,2,1%,-6%,-1,5,2%
Cc1ccc(C)c(Cn2c(C)nc3c(sc(=S)n3-c3ccccc3)c2=O)c1,1.8%,-18,2,-1,-4%,5%,4,8,2%
O=C(CN1C(=O)/C(=C2\SC(=S)N(C3CCS(=O)(=O)C3)C2=O)c2ccccc21)Nc1ccccc1 (configuration not stated),-0.8%,-5,1,5,3%,5%,-3,-6,-4%
COc1ccc(OC)c(S(=O)(=O)N2CCC(C(=O)NCc3ccccc3)CC2)c1,-1.1%,5,2,-2,-2%,5%,-5,-4,-4%
COc1c(C)cccc1C(=O)Nc1cc(-c2nn3c(C)nnc3s2)ccc1C,x,7,x,x,-2%,1%,x,x,-2%

# Not all compounds are listed; count on the stated rates, not on these rows.
